Screening data (PubChem)
SUMO Mot1 rescue = SUMOylation pathway inhibition by Mot1-301 growth rescue; S. cerevisiae Mot1-301 growth rescue, ATP luminescence, 38.5C; percent above DMSO median, 100 means doubled; actives 1% (n = 320,000); growth rescue, % at 18.8 µM;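 active = every valid replicate shows activation above 250% relative to neutral control wells; inactive = the rest, any valid replicate at or below 250%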;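 also: OY570 slx delta 5 strain wells were the positive control but not used for scaling; some compounds called inactive have numbers as strong as hits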
dFosB activator = mouse delta FosB homodimer activation. actives 0.99% (n = 340,000). purified delta FosB, TAMRA-CDK5 oligo fluorescence polarization; percent of positive-control signal above neutral wells. activation, % at 25 µM;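 active = mean activation above about 17%, with every replicate also reaching it, limit read from the data, passing the limit was not always enough; inconclusive = only one of the two conditions met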;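 also: fluorescence polarization rise as delta FosB binds a TAMRA Cdk5 AP-1 oligo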
Rtt109 Vps75 = blocks Candida albicans Rtt109/Vps75 acetyltransferase activity. inhibition, % at 34.9 µM. purified Rtt109/Vps75, ThioGlo CoA-SH fluorescence, 4 h. actives 0.16% (n = 330,000);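 active = inhibition of at least 50% in every replicate; inconclusive = best replicate reaches 50% inhibition but some replicates fall short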
Target sequence (Q5AAJ8 whole entry, looked up): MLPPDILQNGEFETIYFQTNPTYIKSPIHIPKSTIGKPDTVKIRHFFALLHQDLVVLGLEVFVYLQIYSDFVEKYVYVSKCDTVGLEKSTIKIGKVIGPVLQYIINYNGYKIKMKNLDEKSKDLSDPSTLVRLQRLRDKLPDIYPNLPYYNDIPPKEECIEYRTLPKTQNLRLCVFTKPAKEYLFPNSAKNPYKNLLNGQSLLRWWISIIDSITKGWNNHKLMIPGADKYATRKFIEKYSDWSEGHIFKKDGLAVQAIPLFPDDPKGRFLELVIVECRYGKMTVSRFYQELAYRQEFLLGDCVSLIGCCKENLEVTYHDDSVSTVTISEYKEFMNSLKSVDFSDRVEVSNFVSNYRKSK
PvdQ inh = blocks Pseudomonas aeruginosa PvdQ acylase activity; purified PvdQ acylase, fluorescence plate reader; AID 488965; inhibition, % at 10 µM; actives 0.063% (n = 340,000); in the data active = inhibition above about 30%, passing the limit was not always enough; inconclusive = no clear call, values can overlap the other calls;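 also: 0% = vehicle neutral wells and 100% = reference inhibitor wells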
RTF Ca sens act = cardiac RTF calcium sensitization | P19429+P45379 | IANBD-labeled TnC RTF fluorescence at EC20 calcium; 0% EC20 calcium, 100% full calcium | activation, % at 7.2 µM | actives 0.24% (n = 340,000);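 active = activation above the mean over all tested compounds plus 3 SD, cut at about 30% in these data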;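 also: rise in fluorescence read as greater calcium sensitivity of cardiac thin filaments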
NSD2 HMT inh = blocks human histone methyltransferase NSD2; O96028; NSD2 peptide methylation, AlphaScreen, 120 min; inhibition, % at 12.5 µM; actives 0.54% (n = 310,000); in the data active = inhibition above about 50%
Cardiac RTF inh = cardiac RTF calcium desensitization. P19429+P45379. IANBD-labeled cardiac RTF, Ca2+ fluorescence. inhibition, % at 7.15 µM. actives 0.12% (n = 340,000);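 active = inhibition above the mean inhibition of all tested compounds plus 3 SD, cut at about 17% in these data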;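 also: assay run at fixed EC70 calcium of 1.6 mM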
CDK5 inh = CDK5/p35 (human) kinase inhibition. Q00535+Q15078. Recombinant CDK5/p35, ADP-Glo luminescence, 60 min. inhibition, % at 10 µM. actives 0.01% (n = 330,000);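 active = highest replicate inhibition of at least 50% and at least 75% of replicates reaching 50%; inconclusive = only one of the two criteria met; inactive = both criteria failed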;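 also: plate controls were DMSO neutral control for no effect and GW8510 at 10 µM for full effect; many of its hits are not listed in these tables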
LANA DNA inh = inhibitors of KSHV LANA C-terminal domain DNA binding; inhibition, % at 9 µM; actives 0.078% (n = 340,000); MBP-C-LANA/FAM-LBS DNA binding, fluorescence polarization;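 active = highest replicate inhibition at or above 60% at 9 µM, even if other replicates fall short; inactive = all replicates below 60% inhibition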;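 also: 0% = neutral control wells and 100% = 4 µM acridine orange control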
Keap1 Nrf2 FP = inhibitors of human Keap1-Nrf2 protein-protein interaction. Q14145. Keap1 Kelch-Nrf2 peptide fluorescence polarization, 1536-well. inhibition, % at 9.4 µM. actives 0.15% (n = 340,000). AID 504523; in the data active = inhibition above about 12%; inconclusive = no clear call, values can overlap the other calls; inactive = below about 7.3%;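 also: human Keap1 Kelch domain with fluorescein labeled Nrf2 9mer peptide probe; 0% = neutral control wells and 100% = peptide positive control; higher means more block of Keap1 binding to Nrf2 peptide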
Target sequence (Q14145 whole entry, looked up, the tested form may be a part): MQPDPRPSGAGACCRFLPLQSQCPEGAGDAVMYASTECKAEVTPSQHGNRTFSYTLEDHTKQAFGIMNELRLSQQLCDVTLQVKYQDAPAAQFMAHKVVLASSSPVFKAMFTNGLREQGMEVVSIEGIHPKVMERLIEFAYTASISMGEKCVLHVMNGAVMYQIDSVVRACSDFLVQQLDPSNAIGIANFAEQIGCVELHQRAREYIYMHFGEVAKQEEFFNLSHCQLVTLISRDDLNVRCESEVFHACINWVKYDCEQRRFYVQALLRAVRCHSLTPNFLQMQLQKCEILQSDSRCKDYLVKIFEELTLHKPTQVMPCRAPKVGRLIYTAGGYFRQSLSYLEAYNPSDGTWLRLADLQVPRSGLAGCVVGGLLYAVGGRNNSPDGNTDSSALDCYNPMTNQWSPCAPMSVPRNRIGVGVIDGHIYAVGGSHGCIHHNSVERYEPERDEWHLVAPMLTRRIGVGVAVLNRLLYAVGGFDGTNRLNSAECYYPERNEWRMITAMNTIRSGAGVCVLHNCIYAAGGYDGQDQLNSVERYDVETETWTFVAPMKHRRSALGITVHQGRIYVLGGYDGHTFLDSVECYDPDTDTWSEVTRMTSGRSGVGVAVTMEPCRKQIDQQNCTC
PfHsp90 set2 = growth inhibition of yeast expressing Plasmodium Hsp90 | S. cerevisiae expressing PfHsp90, BacTiter-Glo ATP, 48 h; yeast lacking PDR1 and PDR3 efflux regulators | inhibition, % at 9.4 µM | actives 0.32% (n = 310,000);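 active = every replicate shows inhibition above about 80%, whatever the replicate mean, limit read from the data; inconclusive = mean inhibition reaches the set limit but some replicate falls short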;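 also: 0% = DMSO neutral controls and 100% = 20 µM radicicol positive controls; yeast relying on Plasmodium falciparum Hsp90 in place of its own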
Starred values were filed as active, the others as inactive; i = inactive; u = inconclusive; x = not tested or not shown.

SMILES	SUMO Mot1 rescue	dFosB activator	Rtt109 Vps75	PvdQ inh	RTF Ca sens act	NSD2 HMT inh	Cardiac RTF inh	CDK5 inh	LANA DNA inh	Keap1 Nrf2 FP	PfHsp90 set2
COc1ccc([C@H]2CC(=O)C=C(c3ccc4ncccc4c3)C2)cc1	-2	-2	1	8	-10	x	0	-0.2	1.7	1	14
C/C(=N\NS(=O)(=O)c1ccc(C(C)(C)C)cc1)c1ccccc1	-8	-16	4	-3	-7	1	0	-0.2	-2.8	1	-14
O=c1ccc2cc(S(=O)(=O)N3CCOCC3)ccc2o1	6	-1	-2	8	-1	-1	-4	2.3	-1.0	-1	-25
CC(C)(C)c1ccc(C(=O)NCCN2CCCC2)cc1	-24	0	-6	-12	3	0	-16	1.5	-0.1	2	-4
CSc1ccc(CN2CCN(C(=O)c3ccncc3)CC2)cc1	-11	1	u	12	-1	3	-6	0.5	-0.4	1	-6
COc1ccc(N(CC(=O)N2CCCCCC2)S(=O)(=O)c2ccccc2)cc1	4	-6	3	-13	1	1	-5	-3.4	0.1	-4	-15
CC(=O)Nc1ccc(NC(=O)COc2ccc(Br)cc2C)cc1	4	2	-1	-4	-1	-1	-17	-0.9	1.3	-2	-6
O=C(O)c1ccc(S(=O)(=O)N2CCC(c3nc(-c4ccccc4Cl)no3)CC2)cc1	-7	-4	1	-5	0	-1	-3	1.4	-1.1	3	8
COc1ccc(NS(=O)(=O)c2csc(C(=O)Nc3ccccc3)c2)cc1	4	-16	9	-2	12	0	-7	3.0	1.4	-5	-43
CCCc1nn(C)c2c1C(c1cccnc1)C(C#N)=C(N)O2 (configuration not stated)	20	3	-1	1	5	0	1	-0.3	-0.6	-4	16
Cc1ccccc1NC(=O)N1CCCC(c2nc(-c3ccc(F)cc3)no2)C1 (configuration not stated)	-4	6	-9	-9	-1	1	2	1.3	1.5	-2	26
O=C1CN(C(=O)/C=C/c2ccc(Cl)cc2Cl)CCN1	-8	-3	2	-12	-2	1	-6	2.2	-2.1	-3	0
COc1ccc(C2CCCN2C(=S)Nc2cccc(Cl)c2C)cc1OC (configuration not stated)	2	-7	12	4	3	13	3	1.1	-3.1	2	-4
CCC(=O)Nc1cc2c(cc1C(=O)c1ccccc1)OCCO2	-2	-3	7	-6	-4	3	-3	-0.3	0.1	-1	2
NC(=S)N/N=C/c1ccc(-c2ccc([N+](=O)[O-])cc2)o1	-12	-7	0	-5	1	0	-10	2.3	44	-3	-3
CCOC(=O)C1=C(CN2CCc3ccccc32)NC(=O)NC1c1cccc([N+](=O)[O-])c1 (configuration not stated)	-7	-12	17	13	-1	2	-3	-0.1	1.1	-3	x
CC(C)Cc1ccc(C(C)CC2=CCC(CN(C)C)C2=O)cc1 (configuration not stated)	x	-14	-13	11	4	2	-8	0.5	-3.3	-5	1
COC(=O)c1ccc(C2/C(=C(/O)c3ccc4c(c3)CC(C)O4)C(=O)C(=O)N2Cc2cccnc2)cc1 (configuration not stated)	-9	-8	-2	1	2	x	-2	1.1	0.1	-1	-44
CC1(C)CC(CCC(=O)Nc2ccc(S(N)(=O)=O)cc2)C(=O)O1 (configuration not stated)	0	1	3	-15	0	-5	-4	0.8	0.2	-12	x
Cc1ccc(NC(=O)CNC(C)c2ccccc2)cc1 (configuration not stated)	-15	1	4	-9	-4	-1	-2	1.5	2.3	-2	-21
CCCSc1cc(Cl)nc(N)n1	29	-7	12	15	2	-1	0	1.1	1.4	1	-6
COc1ccc(C(=O)NNC2CC(=O)N(Cc3ccccc3)C2=O)cc1OC (configuration not stated)	0	-4	15	10	5	1	4	0.0	0.1	0	4
COc1ccc(-c2csc(NC(=O)CN3C(=O)C4CCCCC4C3=O)n2)cc1OC (configuration not stated)	2	-11	10	-3	4	4	2	-0.9	-1.2	3	-23
O=C(COc1ccc(Br)cc1Cl)N1CCN(c2ccccn2)CC1	29	-16	-4	-7	-4	-1	-9	0.2	-1.2	4	17
CN(C)S(=O)(=O)c1ccc(C(=O)Nc2ccc3ncccc3c2)cc1	-6	-14	-12	-16	-3	-2	-1	0.1	-1.4	0	12
Cc1ccc(S(=O)(=O)N2CCOCC2)cc1C(=O)NCCc1ccc(Cl)cc1	-5	5	5	5	-7	-2	2	0.4	-1.5	0	9
CCOC(=O)c1ccc(N2C(=O)C3CCCN3C2=S)cc1 (configuration not stated)	13	-1	5	-10	-2	-1	-7	-0.9	1.3	-2	x
COc1nccnc1NS(=O)(=O)c1ccc(NC(=S)NC(=O)c2cccnc2)cc1	0	3	4	-12	-1	-7	-20	-0.9	-1.7	0	-4
O=C1CSC(=Nc2ccc(O)cc2)N1	1	7	7	3	8	-9	-6	0.3	1.8	1	-8
COc1ccc(COC(=O)C2CCN(C(=O)c3ccc(Cl)cc3)CC2)cc1F	8	9	3	-13	1	-2	2	1.6	1.2	-5	-8

4 entries already listed, arranged by their value in dFosB activator, falling:
SMILES | dFosB activator
COc1ccc(COC(=O)C2CCN(C(=O)c3ccc(Cl)cc3)CC2)cc1F | 9
COc1nccnc1NS(=O)(=O)c1ccc(NC(=S)NC(=O)c2cccnc2)cc1 | 3
COc1ccc(-c2csc(NC(=O)CN3C(=O)C4CCCCC4C3=O)n2)cc1OC (configuration not stated) | -11
CN(C)S(=O)(=O)c1ccc(C(=O)Nc2ccc3ncccc3c2)cc1 | -14

Remaining list, next part
SMILES	SUMO Mot1 rescue	dFosB activator	Rtt109 Vps75	PvdQ inh	RTF Ca sens act	NSD2 HMT inh	Cardiac RTF inh	CDK5 inh	LANA DNA inh	Keap1 Nrf2 FP	PfHsp90 set2
NC(=O)c1ccc(-n2nnnc2Oc2ccccc2)cc1	7	-5	4	-9	1	x	-6	1.2	0.6	-1	-17
O=C(COc1ccc(F)cc1)N(Cc1ccc(Cl)cc1)C1CCS(=O)(=O)C1 (configuration not stated)	4	-3	-10	-8	-4	3	4	0.1	-1.4	-1	7
O=C(COc1ccccc1[N+](=O)[O-])N1CCC(Cc2ccccc2)CC1	-8	-2	6	-11	2	1	-8	-8.7	2.7	0	-18
CCOC(=O)N1CCC(NC(=O)c2ccc(CS(=O)c3cccc(Cl)c3)o2)CC1 (configuration not stated)	-5	-4	8	6	-5	2	3	1.2	-1.6	-4	-1
O=C(NCc1ccon1)C1CCC(=O)N(Cc2cccc(C(F)(F)F)c2)C1 (configuration not stated)	5	0	4	-5	-7	-2	-2	-1.5	-2.2	-4	-17
O=C(Oc1ccc(NC2=NS(=O)(=O)c3ccccc32)cc1)c1cccnc1	189	7	-5	-14	0	2	-1	1.4	-0.5	-4	-32
COc1cc(CO)cc(Br)c1OCC(=O)N1CCCCC1	16	2	-9	12	-2	1	0	-1.5	-0.9	2	12
COc1ccc(CNC(=O)c2cccnc2)cc1	-6	-1	-1	-7	-6	-2	-4	0.0	-5.3	-2	-11
O=C(NCc1ccc(Cl)cc1)c1cnn2ccccc12	x	-6	-8	-20	12	x	-16	-4.3	-1.4	-4	-3
O=C(Cc1cccc2ccccc12)Nc1nnc(-c2cccc([N+](=O)[O-])c2)s1	11	5	-3	-5	5	x	-5	-0.7	1.0	0	-3
CC(C)NC(=O)N(Cc1ccc(Cl)cc1)Cc1cccs1	7	0	0	-15	3	-1	-9	0.9	-0.4	0	14
Cn1c(CNC2CCCCC2)nc2ccccc21	-8	-3	-2	-12	1	3	-6	0.8	0.4	-3	20
CC(=O)N1CCC(=NNc2ncc(C(F)(F)F)cc2Cl)CC1	-3	-8	8	-4	2	0	-11	-1.1	3.1	1	10
COc1ccc(CCNC(=O)Cn2c(=O)n(CC3CCCO3)c(=O)c3ccccc32)cc1OC (configuration not stated)	-11	-5	3	0	-2	-1	-17	-0.7	-2.0	-3	21
Cc1ccc(C)c(N/N=C2\CCCNC2=O)c1	8	1	3	-5	-4	2	-4	-1.1	2.7	-5	35
COC(=O)c1cc(=O)nc2sc(-c3ccccc3)nn12	-9	-3	-2	-10	4	3	0	-0.2	-0.4	-1	x
O=C(Nc1ccc(S(=O)(=O)Nc2ncccn2)cc1)c1nn(Cc2ccccc2)c(=O)c2ccccc12	67	-8	3	-4	17	3	-19	-1.8	-1.1	-1	-3
COc1cccc(N2CCN(C(=O)CN(c3cc(C)cc(C)c3)S(=O)(=O)c3c(C)noc3C)CC2)c1	-16	-21	17	-11	2	0	4	1.0	2.3	-4	17
C/C(=N/O)c1no[n+]([O-])c1/C(C)=N\O	-7	1	-8	-22	1	-1	-14	-9.3	-0.9	-2	0
COc1ccc(-c2nc(CN3CCN(c4ncccn4)CC3)c(C)o2)cc1C	-6	-8	6	-6	1	4	-6	0.1	-0.8	-5	20
COc1ccc(C(=O)N2CCN(S(=O)(=O)c3ccc(Cl)cc3)CC2)cc1OC	i	-1	6	-5	-3	-4	1	0.2	-0.9	-3	-66
CN(C)c1ccc(C(=S)N2CCN(S(=O)(=O)c3ccccc3)CC2)cc1	44	0	0	5	0	8	-3	-0.8	-1.5	2	-17
COc1cccc(-c2cc(C(=O)Nc3ccc([N+](=O)[O-])cn3)c3ccccc3n2)c1	-5	1	-4	0	-2	-1	0	0.1	2.2	-2	4
COc1ccc(O)c(/C=N/NC(=O)CCC(=O)Nc2cccc(C)c2)c1	3	0	4	-22	3	15	-10	-1.2	0.5	-2	2
CCOc1ccc(C(C(=O)NC2CCCC2)N(Cc2ccccc2)C(=O)c2nsc(Cl)c2Cl)cc1 (configuration not stated)	4	-4	3	3	3	x	-2	-1.8	-0.1	-3	9
O=C(CCc1ccccc1)Nc1nc2n(n1)C(c1ccccc1)CC(=O)N2 (configuration not stated)	56	27*	16	-4	-4	3	3	0.7	0.3	-4	27
O=C(CCNC(=O)c1ccco1)Nc1ccc(N2CCOCC2)cc1	13	1	-4	-9	6	0	-9	-1.8	3.0	3	11
CCCCN(C(=O)c1ccc(OC(F)(F)F)cc1)c1c(N)n(CCC)c(=O)[nH]c1=O	-11	-2	-9	-14	-3	0	-3	0.3	-0.9	-1	8
O=C(CSc1nc2c(c(=O)[nH]1)CCC2)Nc1ccc(F)cc1	-9	6	2	-10	-5	3	5	-1.5	1.8	1	10
CCN1CCN(C(=O)C2CCCN(c3ncnc4c3nc3n4CCCCC3)C2)CC1 (configuration not stated)	160	-5	5	3	-3	3	-10	-0.2	0.2	-2	1
COc1ccc(C/C(N)=N/n2cnnc2)cc1Cl	13	-4	-3	6	3	-1	2	1.8	0.0	0	9

Rewritten in CSV form: entries from further up
Structure,SUMO Mot1 rescue,dFosB activator,Rtt109 Vps75,PvdQ inh,RTF Ca sens act,NSD2 HMT inh,Cardiac RTF inh,CDK5 inh,LANA DNA inh,Keap1 Nrf2 FP,PfHsp90 set2
O=C(CCNC(=O)c1ccco1)Nc1ccc(N2CCOCC2)cc1,13,1,-4,-9,6,0,-9,-1.8,3.0,3,11
CN(C)c1ccc(C(=S)N2CCN(S(=O)(=O)c3ccccc3)CC2)cc1,44,0,0,5,0,8,-3,-0.8,-1.5,2,-17
